MC4R antagonist = human MC4R antagonism in cAMP assay. P32245. inhibition, % at 6.5 µM. 0.48% of 360,000 active. MC4R-expressing cells, MTII-stimulated cAMP, LANCE TR-FRET;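 active = inhibition above its plate's cutoff, the mean of tested wells on that plate plus 3 SD, cut at about 29% in these data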;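 note: 0% = Melanotan II alone and 100% = Melanotan II plus saturating MCL0020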
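Assay system: U2OS cells stably expressing human melanocortin 4 receptor (MC4R) / Dosing: 6.5 µM / Timing: compound 30 min, challenge 1 h, detection 1 h / Measured by: Eu-cAMP/anti-cAMP TR-FRET, emission 671 nm / Replicates: singlicate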
NCOA2 inhibitor = inhibits human steroid receptor coactivator 2; HEK293 GAL4-SRC2 luciferase reporter, luminescence; inhibition, % at 9 µM; 0.17% of 370,000 active;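 active = inhibition above the mean inhibition of all tested compounds plus 3 SD, set per campaign, cut at about 52% in these data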;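 note: 0% = DMSO treated cells and 100% = cells given Gossypol at 36 µM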
NOD2-RIPK2 inh = blocks binding of human NOD2 to RIPK2; CHO BLA complementation NOD2-RIPK2, CCF4 ratio; AID 624267; inhibition, % at 4.98 µM; O43353; 0.38% of 360,000 active; in the data active = inhibition above about 21%;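 note: 0% = vehicle only and 100% = reference blocker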
ABHD5 PLIN5 PPI = ABHD5-PLIN5 protein interaction inhibition | Q00G26+Q8WTS1 | Split G. princeps luciferase complementation, luminescence, 4 h | inhibition, % at 4 µM | 0.78% of 360,000 active | AID 602281;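 active = inhibition above the mean inhibition across every tested compound plus 3 SD, cut at about 22% in these data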;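 note: 0% = DMSO only wells and the 100% control is not disclosed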
Target sequence (Q00G26 whole entry, looked up): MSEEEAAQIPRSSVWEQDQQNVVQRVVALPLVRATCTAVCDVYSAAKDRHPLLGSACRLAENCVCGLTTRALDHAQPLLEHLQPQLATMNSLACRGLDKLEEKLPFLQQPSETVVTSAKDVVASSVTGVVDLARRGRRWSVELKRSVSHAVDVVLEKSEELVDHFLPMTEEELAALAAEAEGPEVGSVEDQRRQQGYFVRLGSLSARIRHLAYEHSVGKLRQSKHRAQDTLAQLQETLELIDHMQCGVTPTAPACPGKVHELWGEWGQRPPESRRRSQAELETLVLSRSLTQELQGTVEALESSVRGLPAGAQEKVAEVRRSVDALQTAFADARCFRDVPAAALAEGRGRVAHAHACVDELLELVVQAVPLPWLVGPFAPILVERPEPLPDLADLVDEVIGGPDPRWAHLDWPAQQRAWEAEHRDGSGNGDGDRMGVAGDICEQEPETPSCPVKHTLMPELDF
Target sequence (Q8WTS1 whole entry, looked up): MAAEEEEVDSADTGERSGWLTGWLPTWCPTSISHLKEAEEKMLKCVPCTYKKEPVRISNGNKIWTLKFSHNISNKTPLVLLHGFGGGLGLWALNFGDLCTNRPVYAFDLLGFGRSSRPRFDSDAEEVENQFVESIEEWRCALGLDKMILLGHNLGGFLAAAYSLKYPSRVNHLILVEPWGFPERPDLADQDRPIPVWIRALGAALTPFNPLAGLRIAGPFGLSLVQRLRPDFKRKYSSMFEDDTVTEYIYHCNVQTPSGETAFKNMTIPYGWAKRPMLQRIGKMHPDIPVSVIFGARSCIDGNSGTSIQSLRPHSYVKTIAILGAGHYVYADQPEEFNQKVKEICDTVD
NR2F2 inh = blocks human COUP-TFII nuclear receptor; AID 686940; 0.7% of 370,000 active; HEK293T NGFI-A luciferase reporter, luminescence; inhibition, % at 8.6 µM; P24468;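 active = inhibition above a per-plate cutoff, mean inhibition of test wells between control levels plus 3 SD, cut at about 38% in these data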;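 note: cells cotransfected with COUP-TFII expression vector driving the NGFI-A reporter; 0% = median of COUP-TF2 test wells and 100% = reporter-only cells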
SRC3 inh = human NCOA3 inhibition. inhibition, % at 3.6 µM. 0.17% of 360,000 active. Q9Y6Q9. HEK293 GAL4-SRC3 luciferase reporter, luminescence;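 active = inhibition above a per-campaign cutoff, the mean of all compounds plus 3 SD, cut at about 60% in these data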;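 note: 0% = DMSO-treated cells and 100% = gossypol-treated cells at 36 µM; higher means less SRC3-driven luciferase light from the GAL4 reporter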
TLR9-MyD88 block = TLR9-MyD88 interaction inhibition | CHO BLA complementation TLR9-MyD88, CCF4 FRET ratio | inhibition, % at 4.98 µM | 0.21% of 340,000 active;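 active = inhibition above the mean over all tested compounds plus 3 SD, cut at about 21% in these data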;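 note: 0% = DMSO only wells and 100% = clavulanate BLA inhibitor control wells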
NCOA1 inh = inhibits human SRC1 coactivator; Q15788; HEK293 GAL4-SRC1 luciferase reporter, luminescence; inhibition, % at 3.6 µM; 0.12% of 360,000 active; AID 588354;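 active = inhibition above the campaign mean plus 3 SD, with each screening campaign given its own cutoff, cut at about 60% in these data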;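 note: 0% = DMSO treated cells and 100% = gossypol at 36 µM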
LMP1 NFkB inh = inhibitors of Epstein-Barr LMP1-induced NF-kappaB reporter. 0.69% of 350,000 active. inhibition, % at 12.5 µM. AID 504558. LMP1-induced NF-kappaB luciferase reporter cells, luminescence; in the data active = inhibition above about 41%;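 note: 0% = neutral control wells and 100% = reference inhibitor control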
LRH-1 inv ag = NR5A2 inverse agonism in reporter assay; 0.13% of 360,000 active; O00482; inhibition, % at 3.6 µM; HEK293T StAR-luciferase reporter, LRH-1 transfected, 24 h; AID 602396;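 active = inhibition above the mean inhibition of all tested compounds plus 3 SD, cut at about 73% in these data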;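 note: 0% = DMSO wells and 100% = reporter-only cells lacking LRH-1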
MC4R ag barr = activates human MC4R beta-arrestin recruitment; P32245; U2OS MC4R beta-arrestin complementation, luminescence; percent of melanotan II response, DMSO zero; activation, % at 8.9 µM; 0.98% of 360,000 active; AID 540308;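 active = activation above a per-plate cutoff, the mean activation of sample wells on that plate plus 3 SD, cut at about 8% in these data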
Numbers without * were called inactive; . = not tested or not shown. This is a subset; rates above refer to the full screens.

SMILES	MC4R antagonist	NCOA2 inhibitor	NOD2-RIPK2 inh	ABHD5 PLIN5 PPI	NR2F2 inh	SRC3 inh	TLR9-MyD88 block	NCOA1 inh	LMP1 NFkB inh	LRH-1 inv ag	MC4R ag barr
CCOc1ccc(C(C(=O)NC2CCCCC2)N(C(=O)c2ccco2)c2ccc(-n3cnnn3)c(C)c2)cc1 (stereo not given)	2	13	9	-11	12	10	-10	13	2	6	0.5
O=C(COC(=O)CCc1nc2ccccc2s1)Nc1ccc(S(=O)(=O)N2CCOCC2)cc1	4	17	1	-7	-2	-9	1	10	-19	9	0.2
CC(=O)Nc1ccc(S(=O)(=O)Nc2nc3ccccc3nc2N2CCCC2)cc1	2	-18	-12	-3	4	-4	-19	-15	-13	-17	-0.1
Cc1nc2cc(Cc3ccccc3)ccc2o1	1	-14	-1	4	-19	-31	5	-21	-7	-31	-1.6
Cc1cccc(NC(=O)N2CCCC2C(=O)Nc2ccccc2)c1 (stereo not given)	19	-15	1	-1	4	-10	0	-22	-8	0	-2.2
CC(=O)N1CCc2cc(Br)cc(S(=O)(=O)N3CCCCC3)c21	2	14	-15	0	1	-16	7	8	-7	28	-1.2
Cc1cc(S(=O)(=O)Nc2c(C)ccc3nsnc23)ccc1F	3	10	-16	2	0	4	8	10	3	12	-0.2
COCCCNC(=S)NNC(=S)NCCCOC	6	18	5	-3	4	23	.	-1	5	10	-1.5
CCc1c(O)nc(SCC(=O)c2ccccc2)n(-c2ccccc2)c1=O	-1	-39	1	6	-2	11	-2	-36	-7	5	0.0
CCOc1ccc2[nH]c(=O)c(CN(CCN3CCCC3)C(=S)Nc3ccccc3OCC)cc2c1	14	-7	-1	4	9	-1	-9	-24	-6	2	-3.0
CC(=O)N1CCC(C(=O)N2CCN(S(=O)(=O)c3cccs3)CC2)CC1	18	4	-12	3	-18	-12	-13	-1	-5	2	-2.2
CC1=CC2=NC(=O)/C(=C\c3cc(C)n(-c4ccccc4)c3C)C(=N)N2O1	-8	2	-4	-2	10	14	4	-2	-13	-5	6.0
Cc1ccc(NC(=O)COC(=O)Cn2c(C)csc2=O)cc1S(=O)(=O)N1CCOCC1	10	-15	12	0	4	20	1	-1	-1	9	0.9
COc1cccc(-c2nn3c(-c4ccco4)nnc3s2)c1	-4	-9	-1	-1	-24	-20	-2	-15	-9	-23	-0.6
Cc1ccc(NC(=O)C2(C)CCN2C(=O)Cc2ccccc2)cc1C (stereo not given)	12	-10	-2	-4	18	5	.	7	.	7	-0.3
Cc1cc([N+](=O)[O-])c2ccccc2c1NS(=O)(=O)c1ccccc1	4	13	6	4	5	-10	4	-8	0	-11	-3.8
Cn1c(N)c(C(C[N+](=O)[O-])c2ccccc2Cl)c(=O)n(C)c1=O (stereo not given)	8	2	-4	13	5	10	-7	-9	8	-14	1.8
N#Cc1cc(C#N)c(N2CCN(c3ccccn3)CC2)nc1N	11	-50	-2	1	-54	-98	4	-108	-15	-130	0.2
CCSc1nnc(NC(=O)C2C3CCC(C3)C2C(=O)O)s1 (stereo not given)	-4	-31	-5	5	-3	-15	9	-17	2	7	-0.4
Cc1ccc(-c2nc3ccccc3[nH]2)cc1NC(=S)NC(=O)c1ccccc1Br	0	-3	-3	1	-4	-28	-6	-33	16	-27	-2.1
CCCCOc1ccc(N(CC(=O)NC(C)(C)C)C(=O)CCC(=O)Nc2nccs2)cc1	20	-2	-3	4	-12	3	6	13	1	2	2.0
O=S1(=O)CC(N2CCSCC2)CN1Cc1cn(Cc2ccc(C(F)(F)F)cc2)nn1 (stereo not given)	.	5	2	-4	15	.	.	.	.	-33	.
COC(=O)[C@]12CCCCC=C1N(Cc1cccc3ccccc13)C(=O)[C@H](CC(=O)NCCCN1CCCC1=O)C2	.	9	-2	0	-11	.	.	.	.	-5	.
Cc1ccc2c(c1)N(Cc1cccc(F)c1)C(=O)C(C)O2 (stereo not given)	16	7	3	3	-2	-43	-3	8	0	-14	2.9
Cn1c(CSCc2ccccc2)nnc1SCC(=O)Nc1nccs1	-4	9	-14	-1	4	18	3	1	-5	8	-2.0
C[C@@H]1CCCCO[C@H](CN(C)C(=O)Cc2ccccc2)[C@H](C)CN([C@@H](C)CO)C(=O)c2cc(NC(=O)Nc3ccc(F)cc3)ccc2O1	12	-10	-1	-6	-6	-8	-9	3	4	-12	-1.7
CCOC(=O)COc1cccc(C2NC(=O)c3ccccc3O2)c1 (stereo not given)	24	17	-7	1	19	1	-7	7	-1	1	-1.7
Cc1ccc(Nc2nc(Cl)c(C=O)s2)cc1	9	-32	-53	5	-13	-12	-2	-11	-15	35	1.6
Cc1cccc(OCCn2c(-c3ccco3)nc3ccccc32)c1	-4	-52	5	14	-8	-2	-3	-9	-12	-46	3.2
COc1ccc(C(=O)n2cnc(N)n2)cc1	5	-11	-18	2	5	10	12	-26	-4	-8	-1.8
Cc1ccc(NC(=O)CN(C)C(=O)CCSc2ccc(F)cc2)cc1	2	9	0	8	4	7	-11	-5	1	22	-1.4
Cc1ccc(NC(=O)Cn2nc(C)c([N+](=O)[O-])c2C)cc1Cl	16	17	8	-8	-3	15	-4	-4	-3	1	-1.8
Oc1ccc(-c2csc(Nc3cccc4ccccc34)n2)cc1O	8	-8	11	-7	-19	1	-3	-1	-4	-13	-3.3
Cc1cccc(OCc2nnc(SC(C)C(=O)Nc3ccc(N4CCOCC4)cc3)o2)c1 (stereo not given)	6	-45	-3	2	-10	-2	-11	7	2	-8	-0.6
COc1cc(NC(=O)C2=C(N3CCOCC3)/C(=C\c3ccc(Cl)cc3Cl)CC2)cc(OC)c1OC	2	23	-16	4	-14	12	2	-4	20	-1	-0.7
CN(CCc1ccccn1)C(=O)CCC1CCCN(C(=O)CN2CCCCCC2)C1 (stereo not given)	5	-4	0	0	3	-18	8	-15	-3	2	-2.1
O=C(CN1CCC(NC(=O)c2ccco2)CC1)Nc1ccccc1C(F)(F)F	4	-13	3	0	-1	-36	-6	-15	-5	-17	0.8
CC1=C(C(=O)N(C(C)C)C(C)C)CC(CC(=O)NCC2CCCCC2)C(=O)N1Cc1ccccc1 (stereo not given)	.	-4	-9	-13	7	5	.	6	.	4	.
NC(=O)C1=CN(Cc2ccc(Cl)cc2)CCC1C(F)(F)F (stereo not given)	5	20	-8	6	18	20	5	11	-7	-9	-0.8
C[C@H]1NS(=O)(=O)c2cc(Cl)ccc2O[C@@H]1c1ccccc1	-3	2	-1	-8	-15	-9	-10	-7	0	3	-1.2
COc1cccc(NC(=O)c2cc([N+](=O)[O-])ccc2NC(=O)CNCC2CCCO2)c1 (stereo not given)	13	9	-4	9	-8	7	1	-18	7	31	-1.9
CS(=O)(=O)Nc1ccc(C(=O)N2CCCCC2)cc1	-3	3	-3	18	-11	26	1	3	-7	18	1.7
Cc1ccc(NC(=O)c2ccc(S(=O)(=O)N3CCC(C)CC3)cc2)cc1	10	-14	9	-6	23	12	6	0	-8	-2	11*
CC1CCCCN1Cc1c(C#N)c2ccccc2n1C (stereo not given)	3	9	-9	-2	1	8	-3	2	-7	-2	-0.1
Clc1ccccc1Cn1nnc2c(N3CCOCC3)nc(C3CC3)nc21	-12	-22	-1	-3	-3	1	3	-10	11	13	-2.2
O=[N+]([O-])c1ccc(O)c(-c2nc(-c3ccccc3)c(-c3cccs3)[nH]2)c1	20	-4	0	-5	14	-3	1	6	1	-20	-0.1
COc1cccc(C(=O)Nc2ccccc2OC(F)(F)F)c1	-2	7	-8	-3	8	1	3	2	-1	5	-1.4
O=C(Nc1ccc(N2CCN(C(=O)c3ccco3)CC2)cc1)c1ccc(F)cc1	3	-19	-5	0	0	-3	-5	2	9	-21	-2.1
COc1ccc(OCC(=O)Nc2ncc3c(n2)CC(C)(C)CC3=O)cc1	15	-10	4	-1	-9	0	-2	-9	-7	4	1.4
CCOC(=O)c1ccccc1NC(=O)COC(=O)C(CC)Oc1ccccc1 (stereo not given)	5	-2	0	1	4	-11	-13	-4	1	-14	1.3
Remaining list, next part:
SMILES	MC4R antagonist	NCOA2 inhibitor	NOD2-RIPK2 inh	ABHD5 PLIN5 PPI	NR2F2 inh	SRC3 inh	TLR9-MyD88 block	NCOA1 inh	LMP1 NFkB inh	LRH-1 inv ag	MC4R ag barr
CCN(CC)S(=O)(=O)c1ccc(N2CCCCC2)c(NC(=O)C2=COCCO2)c1	5	22	9	-12	6	6	2	16	-18	11	0.3
N#Cc1ccc(-n2c(-c3ccccc3)nnc2-c2ccccc2)cc1C#N	9	-1	-2	-5	1	5	-13	-4	-17	-15	-0.6
CCc1ccc(NC(=O)CSc2nc3ccccc3c(=O)n2CCCC(=O)N2CCCC2)cc1	-3	-23	1	-2	1	-3	5	-5	10	-4	3.1
NS(=O)(=O)c1ccc(NC(=S)NC(=O)/C=C/c2cccs2)cc1	4	-13	2	-1	0	-8	8	-14	1	13	-3.1
CN(Cc1ccccn1)Cc1cn(Cc2ccccc2)nc1-c1ccc2c(c1)OCO2	3	8	2	-7	-8	5	1	-8	-2	23	-1.2
COC1=C(C)C(O)=C(C(=O)/C=C/c2ccccc2)C(=O)C1(C)C	2	-7	-11	20	7	12	-9	-19	4	4	-0.4
CC[C@]12c3[nH]c4cc(CCC(=O)N(C)C)ccc4c3CCN1C(=O)[C@@H](CC(=O)NC/C=C(\C)CCC=C(C)C)C[C@@H]2C(=O)N1CCN(C(=O)c2ccco2)CC1	15	.	4	7	.	0	-1	-7	15	5	-1.0
CC(NC(=O)c1ccccc1O)c1ccccc1 (stereo not given)	-3	9	7	-1	10	1	-1	2	-10	19	-1.2
Clc1ccc(SCc2cn3cccnc3n2)cc1	-3	-47	0	-1	-11	-21	3	-46	0	-40	0.0
O=S(=O)(NCc1ccc(Cl)cc1)NCc1ccccc1F	3	19	-8	0	1	8	-1	-14	5	8	0.7

Individual results from the list:
Result for N#Cc1ccc(-n2c(-c3ccccc3)nnc2-c2ccccc2)cc1C#N under MC4R antagonist: 9
Result for O=S(=O)(NCc1ccc(Cl)cc1)NCc1ccccc1F under MC4R ag barr: 0.7

Next section:
SMILES	MC4R antagonist	NCOA2 inhibitor	NOD2-RIPK2 inh	ABHD5 PLIN5 PPI	NR2F2 inh	SRC3 inh	TLR9-MyD88 block	NCOA1 inh	LMP1 NFkB inh	LRH-1 inv ag	MC4R ag barr
Cc1ccc(NC(=O)N2CCc3ccccc32)cc1	3	-32	-6	6	-30	-81	3	-84	-16	-123	-0.4
CCOc1ccc(C(=O)NCc2cccnc2)cc1[N+](=O)[O-]	-7	4	-10	2	-10	2	-11	-5	-4	-5	-1.9
CC(C)CN(C(=O)CCC(=O)OCC(=O)N(C)c1ccccc1)c1c(N)n(CC(C)C)c(=O)[nH]c1=O	4	-3	-10	3	9	7	4	4	3	11	-1.9
O=C1NC[C@H](CCCCN2C[C@H](Cc3ccc(O)cc3)N(CCC3CCCCC3)C(=O)C2=O)N(CC2CCCCC2)C1=O	.	12	-8	2	-1	.	.	.	.	-31	.
